GPR7 antag: antagonists of human GPR7 (neuropeptides B/W receptor 1); P48145; GPR7-expressing cells, fluorescence antagonist assay; inhibition, % at 4.4 µM; 290,000 tested, 1.1% active; in the data active = inhibition above about 16%, passing the limit was not always enough;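 note: cells stimulated with the agonist NPW; 0% = agonist with vehicle and 100% = vehicle without agonist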
Target sequence (P48145 whole entry, looked up): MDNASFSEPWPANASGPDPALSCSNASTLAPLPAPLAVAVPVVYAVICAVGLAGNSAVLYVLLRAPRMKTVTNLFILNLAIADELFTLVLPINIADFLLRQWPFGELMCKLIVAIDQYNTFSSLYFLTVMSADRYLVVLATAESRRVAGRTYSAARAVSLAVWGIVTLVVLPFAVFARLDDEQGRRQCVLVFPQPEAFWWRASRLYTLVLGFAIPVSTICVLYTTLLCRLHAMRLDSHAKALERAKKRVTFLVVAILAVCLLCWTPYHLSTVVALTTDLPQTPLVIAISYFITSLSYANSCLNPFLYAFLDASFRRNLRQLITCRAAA
V1aR counter: counter-screen for oxytocin receptor agonists: human V1a receptor agonists; P37288; CHO-V1R cells, Fluo-8 calcium fluorescence, agonist mode; 0% DMSO, 100% 3 nM vasopressin; activation, % at 3 µM; 320,000 tested, 0.25% active;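 active = activation above the mean activation of all tested compounds plus 3 SD, per screening run, cut at about 20% in these data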;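 note: signal is peak over basal fluorescence ratio across a 100 second FLIPR read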
NALP1 inh: NALP1 inhibition | S. cerevisiae NALP1/ASC/caspase-1 growth, X-gal OD620, 72 h | inhibition, % at 10 µM | 280,000 tested, 0.61% active | AID 2071; in the data active = inhibition mostly above about 24%, no sharp cut-off; inactive = mostly below about 32%; note: some compounds called inactive have numbers as strong as hits
M18AAP inhibitor: blocks P. falciparum M18 aspartyl aminopeptidase; recombinant PfM18AAP, H-Glu-NHMec fluorogenic cleavage; inhibition, % at 7.35 µM; 290,000 tested, 1.2% active; AID 1822;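 active = inhibition above the campaign mean inhibition over all tested compounds plus 3 SD, cut at about 28% in these data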;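 note: 0% = plate median of test compound wells and 100% = 2 mM ZnCl2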
OXTR ag: activates the human oxytocin receptor; 320,000 tested, 0.32% active; AID 2435; CHO-OTR cells, Fluo-8 calcium fluorescence; normalized: DMSO 0%, oxytocin 100%; activation, % at 3 µM; P30559;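 active = activation above the mean of all tested compounds plus 3 SD, cutoff set per screening run, cut at about 20% in these data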;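 note: peak over basal fluorescence ratio from a 100 s FLIPR kinetic read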
Target sequence (P30559 whole entry, looked up): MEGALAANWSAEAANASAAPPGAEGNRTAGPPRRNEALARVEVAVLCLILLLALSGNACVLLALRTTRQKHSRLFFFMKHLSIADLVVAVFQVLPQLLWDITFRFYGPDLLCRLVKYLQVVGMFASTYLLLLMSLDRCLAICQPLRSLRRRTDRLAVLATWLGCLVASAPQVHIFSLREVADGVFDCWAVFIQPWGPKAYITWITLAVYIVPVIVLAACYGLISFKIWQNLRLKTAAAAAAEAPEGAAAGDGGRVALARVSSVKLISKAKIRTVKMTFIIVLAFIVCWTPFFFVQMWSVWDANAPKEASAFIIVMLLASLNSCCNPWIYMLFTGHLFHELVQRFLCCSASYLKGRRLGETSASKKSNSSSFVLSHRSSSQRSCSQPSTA
OXTR potentiator: potentiates the human oxytocin receptor response | P30559 | CHO-OTR cells, Fluo-8 calcium fluorescence, potentiator mode; 0% = oxytocin EC15, 100% = EC100 | activation, % at 3 µM | 320,000 tested, 0.061% active | AID 2445;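 active = activation above that plate's cutoff, the mean activation of tested compounds plus 3 SD, cut at about 6.6% in these data, passing the limit was not always enough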;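 note: 100% uses oxytocin at 75 nM as the full agonist control; some results filed as inactive read as strong as hits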
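Measured by – Fluo-8 calcium dye fluorescence · Test system – human OTR in CHO cells · Dosing – one concentration, 3.0 µM compound · Controls – EC15 oxytocin alone as 0%, 75 nM oxytocin as 100% · Evaluation – normalized max/min fluorescence ratio, % activation · Timing – 6 min pre-incubation, 100 s read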
MEKK2 WT-MEK5: raises or lowers MEK5 binding to wildtype human MEKK2 PB1 domain. Q9Y2U5. bead flow cytometry, Alexa488-MEK5 binding to MEKK2 WT; actives lie on both sides. binding response (% of control), % at 10 µM. 290,000 tested, 1.1% active. AID 1531; in the data active = binding response below about 67% or above about 130%
GalR3 antag: blocks the human galanin receptor 3. O60755. 360,000 tested, 0.44% active. HEK293 GalR3-CNG cAMP membrane potential fluorescence; galR3 body fused to GalR1 C-terminus. AID 651719. inhibition, % at 3 µM;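 active = inhibition above the screen-wide average plus 3 SD, cut at about 13% in these data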;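 note: forskolin and galanin both at EC90 stimulate the cells; cAMP rise reported by CNG channel membrane potential dye signal; 0% = forskolin plus galanin with DMSO and 100% = forskolin alone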
Target sequence (O60755 1-299 limits assumed): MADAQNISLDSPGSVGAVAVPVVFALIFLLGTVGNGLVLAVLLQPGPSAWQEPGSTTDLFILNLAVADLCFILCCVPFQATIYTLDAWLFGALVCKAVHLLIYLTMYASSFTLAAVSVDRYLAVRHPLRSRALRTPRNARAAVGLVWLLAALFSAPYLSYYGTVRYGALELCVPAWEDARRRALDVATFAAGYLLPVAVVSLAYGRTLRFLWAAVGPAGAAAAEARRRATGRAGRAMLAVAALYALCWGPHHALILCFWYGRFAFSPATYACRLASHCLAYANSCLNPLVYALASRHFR
MEKK2 mut-MEK5: signal of MEK5 binding to mutant human MEKK2 PB1 domain. percent response, % at 10 µM. AID 1530. bead flow cytometry, Alexa488-MEK5 binding to MEKK2 mutant. 290,000 tested, 0.35% active; in the data active = percent response above about 24%, passing the limit was not always enough; note: inactives centre near 1; some results filed as inactive read as strong as hits
Starred values were filed as active, the others as inactive; . = not tested or not shown. Outcome played no part in choosing rows, and some 4.1% of all compounds hit somewhere here.

SMILES | GPR7 antag | V1aR counter | NALP1 inh | M18AAP inhibitor | OXTR ag | OXTR potentiator | MEKK2 WT-MEK5 | GalR3 antag | MEKK2 mut-MEK5
O=C(O)c1cccc(NC(=O)c2cccc(NC(=O)C3CCCO3)c2)c1 (stereo unspecified) | -12.7 | 0.5 | 23.7 | -2.2 | -0.2 | -5.0 | 94.0 | -1.4 | -5.0
C/C(=N/Nc1ccc([N+](=O)[O-])cc1)c1ccc(C)cc1C | 7.3 | 0.3 | 45.7 | 5.2 | -0.3 | -5.8 | 148.0* | -5.2 | 8.0
O=C(NC1CCCCC1)c1cc(F)cc2c1OCOC2 | -1.6 | -1.1 | 17.0 | -6.8 | -2.3 | -9.4 | 86.0 | -2.0 | -12.0
Cc1cccc(C)c1NC(=O)COc1ccc2c(C)c(Cc3ccccc3)c(=O)oc2c1 | -2.8 | 4.3 | 21.9 | -3.3 | 2.7 | -7.6 | 91.0 | -2.4 | 8.0
Cc1cccc(-n2nc3c(c2NC(=O)c2ccco2)CS(=O)C3)c1C (stereo unspecified) | -16.6 | 0.4 | 18.3 | 1.8 | 1.8 | -5.3 | 101.0 | -1.6 | 5.0
CC(NC(=O)C(C)N1c2cccc3cccc(c23)S1(=O)=O)c1ccccc1 (stereo unspecified) | 3.7 | 1.9 | 5.7 | -2.5 | 0.2 | -12.0 | 100.0 | -5.9 | -5.0
COc1cc2[nH]c(=O)n(CCCC(=O)NC3CCCCC3)c(=O)c2cc1OC | -1.9 | 0.2 | 0.6 | 3.4 | 0.2 | -0.4 | 99.0 | . | -2.0
C/C=C/c1ccc(OCC(=O)Nc2ccncc2)c(OC)c1 | 13.7 | 10.2 | 28.5 | -11.9 | 15.5 | -22.6 | 109.0 | 2.9 | 10.0
Cc1cc(C)cc(NC(=O)CSc2nc3[nH]ncc3c(=O)[nH]2)c1 | -7.1 | 0.7 | 30.3 | -9.1 | 0.3 | -1.6 | 102.0 | 1.9 | -2.0
CC1CCC(NC(=O)c2ccc3nc[nH]c3c2)CC1 (stereo unspecified) | -17.0 | -0.1 | 15.3 | -2.7 | -0.4 | -2.5 | 106.0 | -3.3 | 5.0
CC(CNC(=O)c1ccc2c(c1)OCO2)c1ccc([N+](=O)[O-])cc1 (stereo unspecified) | 1.3 | 0.0 | -0.3 | -1.2 | -1.5 | -25.4 | 80.0 | -9.1 | -23.0
CC1(C)CC(C(CCN(Cc2ccccc2)C(=O)c2ccco2)c2ccc(F)cc2)CCO1 (stereo unspecified) | 31.1* | -0.7 | 40.1 | 1.8 | -1.0 | -8.2 | 96.0 | -4.0 | 1.0
CCCOc1cccc(C2C(C(=O)c3ccc(C)o3)=C(O)C(=O)N2CCN2CCOCC2)c1 (stereo unspecified) | -5.6 | 0.8 | -3.3 | 15.4 | 1.0 | -5.6 | 104.0 | -6.0 | 3.0
COC(=O)c1ccccc1NC(=O)CCNC(=O)Cn1cnc2ccccc2c1=O | -8.3 | 0.1 | 11.6 | 7.5 | -0.5 | -1.2 | 101.0 | -3.2 | 2.0
CCOc1cc(C)c(Cl)cc1S(=O)(=O)NCC1CCCO1 (stereo unspecified) | -7.0 | -0.9 | 5.7 | -2.6 | 0.3 | -1.3 | 100.0 | 0.9 | 0.0
CCOc1ccccc1NS(=O)(=O)c1ccc2c(c1)N(C)CCO2 | 14.0 | 8.9 | 5.4 | 0.5 | 2.7 | -11.6 | 103.0 | -11.3 | -6.0
O=C(O)c1cccn1Cc1ccccc1F | -0.2 | 0.3 | -0.2 | -2.6 | 1.2 | -3.4 | 110.0 | -3.1 | 4.0
O=C1Oc2ccccc2C(=O)/C1=C/c1ccccc1O | -14.3 | 1.3 | 28.5 | 0.5 | -0.1 | -8.7 | 91.0 | -3.3 | -4.0
C=CCN(CC=C)S(=O)(=O)c1ccc(C(=O)Nc2nnc(COC)o2)cc1 | 2.8 | 0.4 | 9.3 | 0.6 | 0.3 | -1.9 | 101.0 | -0.2 | -11.0
CC(=O)Nc1ccc(S(=O)(=O)N(CC(=O)O)Cc2ccccc2)cc1 | -4.2 | 0.3 | 18.1 | -1.0 | 1.5 | -1.2 | 109.0 | -5.7 | 8.0
CN(C(=O)CC1C(=O)NCCN1CC(c1ccccc1)c1ccccc1)C(C1CC1)C1CC1 (stereo unspecified) | 20.4 | 0.6 | . | 4.3 | -2.2 | -12.7 | 90.0 | -4.1 | -14.0
COc1ccc(C=C2C(=O)OC(C)(C)OC2=O)cc1OC | -0.6 | 0.5 | 12.2 | -5.1 | 1.1 | -8.1 | 101.0 | -6.5 | 3.0
CCCc1nc(SCC(=O)Nc2nnc(SCC)s2)c2c(=O)n(C)c(=O)n(C)c2n1 | -19.6 | 0.9 | 5.5 | -6.1 | 1.2 | 1.0 | 103.0 | . | 9.0
Cc1ccc(Nc2nc3ccccc3n3nnnc23)cc1 | -4.3 | -1.4 | -9.2 | -2.0 | -1.7 | -7.0 | 94.0 | 1.8 | -4.0
CC[C@@H]1C/C=C\Cc2ccccc2[C@H](C(=O)C[C@@H](O)CC(C)=O)OC1=O | . | 1.4 | . | . | -0.2 | -0.3 | . | -3.8 | .
More entries.
SMILES | GPR7 antag | V1aR counter | NALP1 inh | M18AAP inhibitor | OXTR ag | OXTR potentiator | MEKK2 WT-MEK5 | GalR3 antag | MEKK2 mut-MEK5
Cc1ccc(NC(=O)Nc2cccc([N+](=O)[O-])c2)cc1F | 30.2* | 7.9 | 30.2 | 0.6 | 15.9 | -12.8 | 106.0 | -2.5 | 10.0
CCC(C)(C)n1nnnc1C(c1ccncc1)N1CCC(Cc2ccccc2)CC1 (stereo unspecified) | 5.7 | -1.0 | 4.5 | 3.0 | -2.0 | 0.5 | 94.0 | -4.7 | -3.0
Cc1ccc(NC(=O)C2CCN(C(=O)NC3CCCCC3)CC2)cc1 | -10.3 | -0.6 | -0.1 | -5.5 | -0.6 | -8.0 | 98.0 | 0.7 | 1.0
O=C(Nc1nnc(-c2cccc(F)c2)s1)Nc1ccccc1F | -1.3 | 0.3 | 12.3 | -8.3 | -0.4 | -2.8 | 97.0 | -3.5 | -3.0
O=C(NC1CC1)C1CCN(C2CCN(C(=O)c3ccc4cccc(F)c4n3)CC2)CC1 | -2.0 | -0.8 | -6.9 | 3.9 | 0.1 | -24.8 | 99.0 | 10.2 | -1.0
COC(=O)CSc1nnc(SCc2ccc(Cl)cc2)s1 | 6.5 | -0.6 | -20.8 | -6.1 | -2.1 | -12.0 | 95.0 | 2.6 | -8.0
COCCC(=O)N1CCCC(CNS(=O)(=O)c2ccc(OC)cc2)C1 (stereo unspecified) | -0.2 | 1.1 | 0.9 | -0.1 | -0.8 | -12.4 | 93.0 | -4.8 | -5.0
COc1ccc(N2C(=O)C3C4C=CC(C4)C3C2=O)nn1 (stereo unspecified) | -9.9 | 0.4 | 8.8 | 4.8 | 2.5 | -8.6 | 113.0 | -3.6 | 4.0
CC(=O)c1cccc(NC(=O)c2ccc(S(=O)(=O)N3CC(C)OC(C)C3)cc2)c1 (stereo unspecified) | . | 2.5 | . | . | 1.0 | -2.5 | . | -6.5 | .
Cc1cc(=O)[nH]c(SCC(=O)Nc2cc(S(=O)(=O)N3CCCC3)ccc2Cl)n1 | -10.8 | 1.1 | -3.4 | 5.2 | -0.3 | 0.7 | 95.0 | 4.5 | 5.0
Cc1cc(=O)oc2cc(OCC(=O)N3CCN(c4ccc(F)cc4)CC3)ccc12 | 16.9 | 0.1 | 22.5 | -12.2 | -1.0 | -10.4 | 102.0 | -4.2 | -2.0
C=CCn1c(SCC(=O)Nc2c(C)n(C)n(-c3ccccc3)c2=O)nc2sc(C)c(-c3ccccc3)c2c1=O | -3.1 | -0.8 | -8.1 | -5.2 | -2.0 | -7.4 | 90.0 | -4.4 | -3.0
O=c1cc(CSc2nnc(-c3ccco3)o2)c2ccccc2[nH]1 | -7.7 | -0.7 | 6.8 | -1.6 | 1.2 | -4.0 | 93.0 | -3.2 | -1.0
COc1ccccc1C1=NN(C2=NN=C(N)Cc3ncnn32)C(O)(C(F)(F)F)C1 (stereo unspecified) | -11.2 | -0.1 | -32.3 | -6.0 | -1.1 | -22.3 | 90.0 | -5.4 | -3.0
Cc1cc(CN2CCCC(CO)(Cc3cccc(Cl)c3)C2)n[nH]1 (stereo unspecified) | -5.8 | 0.7 | -1.8 | -10.6 | 0.4 | -5.1 | 79.0 | 3.7 | -21.0
COc1ccccc1Nc1nc(-c2c(C)nc3ncccn23)cs1 | 0.9 | . | -9.7 | 19.0 | . | . | 105.0 | -6.2 | 0.0
COc1ccc(CN2CC(=O)N(c3ccc(C)cc3C)C2=S)cc1OC | -7.6 | 0.5 | 1.6 | 10.6 | 1.2 | -10.3 | 99.0 | 2.2 | 3.0
CCCCOC(=O)Cn1c(=O)n(CC(=O)OCCCC)c2cc(C)ccc21 | -7.5 | -1.2 | -1.0 | 0.9 | -0.6 | -9.5 | 97.0 | -1.7 | -2.0
COc1ccc(/C=C/C(=O)NC(=S)NNC(=O)Cc2cccs2)cc1OC | -5.3 | -0.7 | 2.0 | -2.2 | -1.5 | -3.7 | 103.0 | -2.5 | 0.0
COc1ccc(-c2ccnc(-c3ccc(OCCCF)cc3)n2)cc1 | -24.0 | 1.3 | 31.0 | 1.7 | 0.4 | -9.1 | 98.0 | 3.0 | -10.0
Cc1nc2ccc(NC(=O)C3COc4ccccc4O3)cc2s1 (stereo unspecified) | 3.8 | 0.3 | . | 0.7 | 0.8 | -6.0 | 103.0 | -6.2 | 3.0
CCc1ccc(N(CC(=O)NC2CCCCC2)S(=O)(=O)c2c(C)noc2C)cc1 | 0.7 | -0.6 | 22.1 | 2.4 | -0.4 | -7.5 | 104.0 | -1.7 | 3.0
O=C(O)COc1ccc2nsnc2c1Cl | -11.1 | 0.5 | 11.1 | -1.4 | 0.5 | -5.0 | . | -0.5 | .
COc1ccc(S(=O)(=O)N2CCCC(C(=O)NCc3ccccn3)C2)cc1 (stereo unspecified) | -11.4 | -0.9 | 13.9 | -0.7 | -0.1 | -1.8 | 89.0 | 0.2 | -15.0
COc1ccc(C(C)=O)cc1CC(=O)NC1CCCCCC1 | 5.0 | -0.3 | 12.6 | 2.4 | -0.5 | -4.0 | 99.0 | -8.8 | 2.0
Cc1nnc(SCC(=O)N2CCN(Cc3ccccc3)CC2)s1 | 2.6 | 0.9 | 15.7 | -3.9 | -0.7 | -0.3 | 104.0 | -5.5 | 4.0

Looked up by compound from the entries so far, 4 records:
SMILES | GPR7 antag | V1aR counter | NALP1 inh | M18AAP inhibitor | OXTR ag | OXTR potentiator | MEKK2 WT-MEK5 | GalR3 antag | MEKK2 mut-MEK5
O=C1Oc2ccccc2C(=O)/C1=C/c1ccccc1O | -14.3 | 1.3 | 28.5 | 0.5 | -0.1 | -8.7 | 91.0 | -3.3 | -4.0
O=C(O)c1cccc(NC(=O)c2cccc(NC(=O)C3CCCO3)c2)c1 (stereo unspecified) | -12.7 | 0.5 | 23.7 | -2.2 | -0.2 | -5.0 | 94.0 | -1.4 | -5.0
CCOc1ccccc1NS(=O)(=O)c1ccc2c(c1)N(C)CCO2 | 14.0 | 8.9 | 5.4 | 0.5 | 2.7 | -11.6 | 103.0 | -11.3 | -6.0
Cc1ccc(Nc2nc3ccccc3n3nnnc23)cc1 | -4.3 | -1.4 | -9.2 | -2.0 | -1.7 | -7.0 | 94.0 | 1.8 | -4.0

Screening data (PubChem BioAssay)
